Screens from PubChem.
AGP1-GFP MLPCN = alters AGP1-GFP fluorescence in TOR pathway yeast screen; hit rate 0.02% among 320,000; GFP response vs DMSO, % at 10 µM; S. cerevisiae AGP1-GFP multiplex flow cytometry, 3 h; GFP as percent of DMSO wells;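 active = GFP response relative to DMSO above a set limit, near screen average plus 3 SD, cut at about 150% in these data; inconclusive = fewer than 70 cells counted for the yeast strain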;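 note: median GFP channel fluorescence of the gated AGP1 strain per well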
MEP2-GFP yeast = alters MEP2-GFP fluorescence in TOR pathway yeast screen; GFP response vs DMSO, % at 10 µM; S. cerevisiae MEP2-GFP strain, flow cytometry GFP, 3 h; 100% = DMSO control level; hit rate 0.51% among 330,000;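 active = GFP response versus DMSO above a set limit, roughly screen mean plus 3 SD, cut at about 180% in these data; inconclusive = fewer than 70 cells counted for a yeast strain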;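 note: median GFP fluorescence of the barcode-gated MEP2-GFP cells per well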
RPL19A-GFP yeast = alters RPL19A-GFP fluorescence in TOR pathway yeast screen. AID 2025. percent response vs DMSO, % at 10 µM. S. cerevisiae RPL19A-GFP strain, flow cytometry, 3 h; stronger effect = lower value. hit rate 0.3% among 330,000;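 active = percent response vs DMSO below 50%; inconclusive = fewer than 70 events counted for the yeast strain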;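 note: median channel GFP fluorescence of the barcoded RPL19A-GFP strain; ratio of sample median GFP to plate DMSO average so 100% = DMSO; lower means less RPL19A-GFP as with rapamycin TOR inhibition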
GRK2 inh = inhibitors of human GRK2 displacing RNA aptamer. hit rate 0.59% among 330,000. AID 488847. inhibition of aptamer binding, % at 10 µM. bead flow cytometry, FAM-aptamer displacement from GRK2;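 active = inhibition of aptamer binding above 40%, roughly 3 SD of noise, on plates passing a quality check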;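 note: median bead fluorescence of bound FAM aptamer so fluorescent compounds give negative values; no value below 0 was filed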
LAP4-GFP MLPCN = alters LAP4-GFP fluorescence in TOR pathway yeast screen. hit rate 0.34% among 320,000. S. cerevisiae LAP4-GFP multiplex, flow cytometry GFP, 3 h; median GFP as percent of DMSO wells. GFP response vs DMSO, % at 10 µM;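 active = GFP response vs DMSO above a set limit, about the screen mean plus 3 SD, cut at about 150% in these data; inconclusive = under 70 cell events counted for the yeast strain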
CIT2-GFP yeast = yeast TOR pathway CIT2-GFP modulation | S. cerevisiae CIT2-GFP strain, flow cytometry, 3 h; 100 means same as DMSO wells | GFP response vs DMSO, % at 10 µM | hit rate 0.065% among 320,000 | AID 2029;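 active = GFP response relative to DMSO above a set limit, near the screen mean plus 3 SD, cut at about 150% in these data; inconclusive = Fewer than 70 cells measured for a yeast strain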;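 note: ratio of well median GFP fluorescence to mean of DMSO wells on the plate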
VLA-4 inh = inhibition in a human VLA-4 binding assay; P13612; VLA-4 expressing cells, ligand binding flow cytometry; inhibition, % (about 7 µM as worked out from the volumes in the protocol); hit rate 0.2% among 330,000; in the data active = inhibition above about 50%
Target sequence (P13612 whole entry, looked up): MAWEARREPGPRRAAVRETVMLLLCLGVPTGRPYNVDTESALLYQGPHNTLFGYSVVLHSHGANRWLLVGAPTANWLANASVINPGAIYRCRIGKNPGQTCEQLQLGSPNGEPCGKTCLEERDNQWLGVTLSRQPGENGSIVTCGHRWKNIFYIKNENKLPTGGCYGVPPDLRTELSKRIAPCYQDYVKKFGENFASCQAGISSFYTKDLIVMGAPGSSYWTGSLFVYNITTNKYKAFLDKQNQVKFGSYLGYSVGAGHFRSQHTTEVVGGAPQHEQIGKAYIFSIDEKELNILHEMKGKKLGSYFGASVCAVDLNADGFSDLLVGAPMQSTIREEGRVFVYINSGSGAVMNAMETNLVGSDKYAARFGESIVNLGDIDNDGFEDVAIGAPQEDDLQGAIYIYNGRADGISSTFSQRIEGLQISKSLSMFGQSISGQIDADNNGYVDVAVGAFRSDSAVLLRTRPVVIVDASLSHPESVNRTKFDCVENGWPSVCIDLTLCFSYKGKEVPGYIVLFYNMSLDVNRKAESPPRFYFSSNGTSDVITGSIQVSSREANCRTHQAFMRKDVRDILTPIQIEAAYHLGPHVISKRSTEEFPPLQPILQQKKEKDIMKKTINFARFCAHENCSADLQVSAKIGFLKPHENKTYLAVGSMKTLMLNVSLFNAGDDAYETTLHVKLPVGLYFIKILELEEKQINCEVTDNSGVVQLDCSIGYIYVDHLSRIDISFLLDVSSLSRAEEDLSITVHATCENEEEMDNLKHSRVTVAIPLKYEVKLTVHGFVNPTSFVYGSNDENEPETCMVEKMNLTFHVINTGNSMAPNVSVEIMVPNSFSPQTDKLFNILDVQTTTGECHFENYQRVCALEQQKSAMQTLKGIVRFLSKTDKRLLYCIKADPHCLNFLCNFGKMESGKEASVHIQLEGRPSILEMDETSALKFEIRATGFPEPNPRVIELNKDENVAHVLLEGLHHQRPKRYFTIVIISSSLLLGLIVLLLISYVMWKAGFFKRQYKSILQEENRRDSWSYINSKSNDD
Yeast superoxide = caloric restriction mimetics inhibiting age-related superoxide in yeast; hit rate 0.18% among 330,000; S. cerevisiae aged cells, superoxide DHE fluorescence; stronger effect = lower value; AID 2690; superoxide response (% of plate mean), % at 10 µM;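 active = superoxide response under a set limit, about three screen SD below normal, cut at about 65% in these data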;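 note: yeast aged for seven days with compound at 30 °C before DHE staining; 100% = average MFI of all compound-treated wells on the plate with controls excluded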
Numbers without * were called inactive; ? = inconclusive; / = no result given.

SMILES	AGP1-GFP MLPCN	MEP2-GFP yeast	RPL19A-GFP yeast	GRK2 inh	LAP4-GFP MLPCN	CIT2-GFP yeast	VLA-4 inh	Yeast superoxide
COCc1cc(C)n(CC(=O)Nc2c(C)cccc2C)c(=O)c1C#N	105	103	105	0	88	102	1	97
Nc1cc(=O)[nH]c(SCC(=O)Nc2ccc([N+](=O)[O-])cc2)n1	99	102	97	0	101	102	/	88
COCCNc1oc(Cc2cccc3ccccc23)nc1C#N	96	109	102	1	99	95	-3	101
S=C(NCC1COc2ccccc2O1)Nc1ccccc1 (stereo unspecified)	100	125	98	0	118	107	7	97
O=C(NCCc1cn[nH]c1)C1CCC(=O)N(CCc2cccc(F)c2)C1 (stereo unspecified)	109	99	100	4	109	99	1	105
COc1ccc(CCNC(=O)CCN2C(=O)C(C)Oc3ccc(C)cc32)cc1OC (stereo unspecified)	98	100	93	3	101	99	3	87
Cc1ccc2nc(NC(=O)C3CCN(S(=O)(=O)c4cccs4)CC3)sc2c1	104	97	101	0	101	96	5	102
Cc1ccc(C(=O)NCCN2CCOCC2)cc1Cl	95	108	106	1	99	97	9	139
Cc1cc(C(=O)COC(=O)c2ccc(NC(=O)CC#N)cc2)c(C)n1CCc1ccc(F)cc1	104	107	103	57*	101	99	0	99
O=C(NCc1ccccc1)c1nc[nH]c1C(=O)N1CCN(c2ccccc2)CC1	105	103	98	0	113	100	13	100
Cc1cccc(C)c1NC(=O)CNC(=O)CNC(=O)Cc1cccc2ccccc12	105	105	105	0	101	112	-1	81
CN(C)C(=O)C1Cc2ccccc2CN1S(=O)(=O)c1cccs1 (stereo unspecified)	109	101	100	0	108	104	40	91
COc1ccc(Nc2nc3nonc3nc2N2CCCCC2)cc1	101	96	99	0	112	97	-2	112
CC(=O)Oc1ccc(C(=O)NCc2ccc3c(c2)OCO3)cc1	103	121	105	0	82	118	0	93
CCCCn1c(Oc2ccc(C(=O)OC)cc2)nc2c1c(=O)n(C)c(=O)n2C	93	93	94	0	98	/	-1	85
CN1CCN(Cc2nc3ccccc3c(=O)n2CC#N)CC1	107	104	109	0	100	104	2	101
COC(=O)Nc1ccc(OCc2ccccc2)cc1	103	107	104	0	125	97	9	87
COc1ccc(CCNC(=O)C2=COCCO2)cc1	96	102	98	4	101	104	16	86
CCOc1ccc2[nH]c(=O)c(CN(CCN3CCOCC3)Cc3nnnn3C(C)(C)CC)cc2c1	94	91	94	2	89	94	7	110
COc1ccccc1NC(=O)N1CCN(c2ccc(F)cc2)CC1	/	106	100	2	102	93	-2	101
O=C(NCCCN1CCOCC1)c1onc(CSc2ccccc2)c1C(=O)NCCCN1CCOCC1	93	99	103	1	113	92	0	88
C=CCSc1nsc(NC(=O)Nc2ccc(F)cc2)n1	96	113	101	1	105	96	7	116
O=c1oc2cc([N+](=O)[O-])ccc2nc1/C=C(\O)c1cccc(Br)c1	/	?	?	18	/	/	-2	75
CCOC(=O)CSc1cc(CS(=O)c2ccc(Cl)cc2)nc(-c2ccccc2)n1 (stereo unspecified)	100	103	98	0	102	95	3	110
CC(C)C[C@H](NC(=O)[C@@H]1Cc2c([nH]c3ccccc23)C2c3ccccc3C(=O)N21)C(=O)NCC1CCCO1 (stereo partly specified)	100	103	96	0	100	95	-21	96
C[C@H](CO)N1C[C@H](C)[C@@H](CN(C)S(C)(=O)=O)Oc2ccc(NC(=O)Nc3ccc4c(c3)OCO4)cc2C1=O	96	101	96	0	94	105	5	100
CN(C)c1ccc(NC(=O)CN2CCC(NC(=O)C3CCCCC3)CC2)cc1	95	97	93	0	99	99	8	108
Cc1ccc(CNC(=O)C2CC(=O)N(c3ccc(OCC(=O)N4CCCC4)cc3)C2)cc1 (stereo unspecified)	104	109	104	0	103	110	2	97
Oc1ccccc1-c1cc(-c2ccc3c(c2)OCCO3)n[nH]1	86	87	85	0	134	65	1	105
COc1cc(-c2nnc(SCC(=O)/C(C#N)=C(\C)N)o2)cc(OC)c1OC	102	106	98	0	101	106	-3	107
C/C(=N\O)c1ccc2c(c1)CC(C)O2 (stereo unspecified)	122	98	99	3	104	120	18	97
N#CCSc1nnc(-c2cnccn2)n1Cc1ccccc1	99	97	95	1	98	92	21	96
CCOc1cccc(C(=O)Nc2ccc3ccccc3c2)c1	102	105	104	2	92	97	9	116
NS(=O)(=O)c1ccc(CCNC(=O)CSc2ncnc3ccccc23)cc1	96	101	98	6	86	94	13	83
NC(CC(=O)O)c1cccc(OCc2ccccc2)c1 (stereo unspecified)	96	91	95	0	92	95	-5	85
CCOC(=O)c1[nH]c2ccc(OC)cc2c1NC(=O)CN1CCN(c2ccccn2)CC1	96	102	94	0	/	98	1	107
Cc1ccccc1N1CCN(CCN2C(=O)CC(=C3c4ccccc4-c4ccccc43)C2=O)CC1	100	101	96	3	104	92	4	109
CC(=O)NCCn1c(SCc2ccc(C)cc2)nc2ccccc2c1=O	96	98	95	0	94	93	13	100
O=C(CN1C(=O)NC(c2ccccc2)(c2ccccc2)C1=O)Nc1ccc2[nH]c(=O)[nH]c2c1	104	104	99	0	106	104	3	74
Nc1nc(SCc2ccc(Cl)cc2Cl)n[nH]1	105	104	101	0	103	99	3	112
O=C(c1ccco1)N1C(=O)c2cccc3c(S(=O)(=O)N4CCCC4)ccc1c23	/	96	95	0	88	97	19	101
CCOC(=O)CC1C(=O)NCCN1C1CCCC1 (stereo unspecified)	102	99	105	0	101	100	0	104
Cc1nnc(SCC(=O)N2c3ccccc3Sc3ccccc32)n1N	98	101	95	0	88	100	10	98
COc1cc(CNCCc2ccccc2)ccc1OCc1ccc(Cl)nc1	108	107	107	0	108	110	21	92
CCOC(=O)c1c(N=CN(C)C)c(C#N)n2c1CCC2	103	101	101	2	93	97	-1	88
Cc1nn(-c2ccccn2)c2c1C(=O)CC(C)(C)C2Br (stereo unspecified)	112	104	100	0	122	108	3	108
CCOC(=O)c1sc(NC(C)=O)c(C(=O)OCC)c1C	99	100	106	6	110	97	-4	85
CSc1ccccc1NC(=O)c1ccc([N+](=O)[O-])cc1	101	101	98	1	105	103	10	74
c1ccc(CCc2ccccc2-c2nc(-c3cccnc3)no2)cc1	92	113	98	0	108	96	-7	95
Cc1c(C(=O)NCc2cccs2)oc2ccccc12	94	101	99	0	104	91	16	99
COc1ccc2cc3cc(C(=O)NCc4cccnc4)oc3nc2c1	102	108	102	0	97	103	-20	118
O=C1NC(=O)C2(COC3(CCCC3)OC2)S1	103	98	104	4	103	93	23	110
Cc1cc(C)cc(N(CC(=O)NC2CCCC2)S(=O)(=O)c2c(C)[nH]c(=O)[nH]c2=O)c1	96	92	94	2	106	91	2	96
O=C(Cn1cc([N+](=O)[O-])cn1)N1CCN(c2ccccc2)CC1	103	102	102	0	99	101	13	101
CCOC(=O)c1nc(C)sc1-c1ccnn1S(=O)(=O)c1ccc(Cl)cc1Cl	98	96	98	1	128	90	8	111
CC1(C)CC(=O)c2c(O)cc(OCC(=O)Nc3ccc(CCO)cc3)cc2O1	107	109	101	1	103	103	11	96
Cc1ccc(C(=O)N2CC(C)OC(C)C2)cc1S(=O)(=O)N1CCCCC1 (stereo unspecified)	92	91	91	2	92	93	11	77
CC(=O)C1=C(O)C(=O)N(c2ccc(C)cc2)C1c1ccccn1 (stereo unspecified)	101	98	97	0	109	92	1	103
Cc1ccc(C(=O)c2coc3cc([N+](=O)[O-])c(O)c([N+](=O)[O-])c23)cc1	87	97	98	0	105	92	1	130
COc1ccc(OCCSc2nc(C)c(Cc3ccccc3)c(=O)[nH]2)cc1	113	108	107	0	115	113	19	99

Continuation.
SMILES	AGP1-GFP MLPCN	MEP2-GFP yeast	RPL19A-GFP yeast	GRK2 inh	LAP4-GFP MLPCN	CIT2-GFP yeast	VLA-4 inh	Yeast superoxide
CC(C)(C)Nc1nc(Oc2ccc(=O)[nH]n2)nc(N2CCOCC2)n1	110	113	103	0	111	121	1	97
Cc1ccc(N(CC(=O)Nc2ccc(C)cn2)S(=O)(=O)c2c(C)nn(C)c2C)cc1	103	103	98	2	109	111	-8	89
CC(C)(C)C(=O)COC(=O)c1cc2ccccc2cc1O	100	98	96	3	100	100	6	100
COc1ccccc1-c1ccc(=O)n(CC(=O)NC2CCc3ccccc32)n1 (stereo unspecified)	93	91	96	2	93	97	-1	102
C/C(N)=C(/C#N)C(=O)CSc1nnc(Nc2c(C)cccc2C)s1	106	105	104	2	100	112	3	106
CCCc1nn(CCc2ccccn2)c(N)c1CC	105	99	100	0	104	96	8	101
Cc1ccc(-c2nc(N)n(C(=O)Cc3ccccc3)n2)cc1	94	101	94	1	103	92	-4	110
CCCCc1nc(Cl)c(CO)n1Cc1ccc(-c2ccccc2-c2nnn[nH]2)cc1	103	99	97	0	108	99	43	92
CCN(CC(=O)Nc1ccccc1C(F)(F)F)C(=O)c1ccc(N2C(=O)CCC2=O)cc1	98	94	99	3	98	95	7	107
Cc1ccc(S(=O)(=O)N(CC(=O)N2CCCCCC2)c2ccccc2)cc1	109	106	104	0	108	107	/	97
Cc1ccc(N(CC(=O)N2CCN(c3ccc(F)cc3)CC2)S(=O)(=O)c2c(C)nn(C)c2C)cc1	96	95	102	0	92	97	5	112
O=C(CCSCCC(=O)NCc1ccc(F)cc1)NCc1ccc(F)cc1	112	121	113	4	113	116	3	108
Cc1cc(NC(=O)NC(=O)c2cccc(OC(F)(F)C(F)F)c2)n[nH]1	105	90	97	0	93	97	4	104
Cc1nc2ccc([N+](=O)[O-])cc2c(=O)n1Cc1cccc(F)c1	102	107	103	0	90	103	2	108
CC(=O)NC(Cc1c[nH]c2ccccc12)C(=O)NCCc1ccccn1 (stereo unspecified)	105	99	100	0	91	92	23	118

One compound at a time (already shown). Order of values: AGP1-GFP MLPCN, MEP2-GFP yeast, RPL19A-GFP yeast, GRK2 inh, LAP4-GFP MLPCN, CIT2-GFP yeast, VLA-4 inh, Yeast superoxide
`O=C1NC(=O)C2(COC3(CCCC3)OC2)S1` in the list: 103, 98, 104, 4, 103, 93, 23, 110
`CCCCc1nc(Cl)c(CO)n1Cc1ccc(-c2ccccc2-c2nnn[nH]2)cc1` in the list: 103, 99, 97, 0, 108, 99, 43, 92
`CN(C)C(=O)C1Cc2ccccc2CN1S(=O)(=O)c1cccs1` (stereo unspecified) in the list: 109, 101, 100, 0, 108, 104, 40, 91

Further results follow.
SMILES	AGP1-GFP MLPCN	MEP2-GFP yeast	RPL19A-GFP yeast	GRK2 inh	LAP4-GFP MLPCN	CIT2-GFP yeast	VLA-4 inh	Yeast superoxide
CC(OC(=O)C1=COCCO1)C(=O)NC1(C#N)CCCCC1 (stereo unspecified)	110	113	106	0	96	130	-2	85
COC(=O)C1=C(NC(C)=O)CCS1	89	92	89	1	84	83	22	107
COc1ccc(C(C(=O)NC2CCCCC2)N(Cc2cccs2)C(=O)Cc2c[nH]c3ccccc23)cc1OC (stereo unspecified)	98	91	100	0	84	100	1	98
COc1ccc([C@@H]2CC=C(C(=O)O)[C@H](c3ccc(C(C)(C)C)cc3)N2S(=O)(=O)c2ccc(C)cc2)cc1OC	96	106	101	4	102	87	42	94
CC(OC(=O)c1cc(=O)[nH]c2ccccc12)C(=O)Nc1ccccc1F (stereo unspecified)	103	93	88	0	114	91	2	100
CN1/C(=C\C=C2\N=C(c3ccc(F)cc3)OC2=O)C(C)(C)c2ccccc21	90	102	90	0	92	97	-170	98
